# SMARCA2 act – activators of SMARCA2 function; 1% of 370,000 active; activation, % at 9.1 µM; AID 652017; MG213 cells, MMTV-luciferase reporter, dexamethasone, overnight; in the data active means activation above about 7.8%;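 further: 0% = vehicle wells and 100% = reference activator wells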
# sPLA2-III inh – Blocks human group III sPLA2 activity; inhibition, % at 12.2 µM; Q9NZ20; QFRET BODIPY PC-A2 liposome hydrolysis, fluorescence; AID 743126; 0.56% of 370,000 active;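 active means inhibition above mean plus 3 SD of compounds lying within the high and low control bounds, cut at about 19% in these data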;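 further: 0% = median of test compound wells and 100% = no enzyme DMSO wells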
# DAX1 inh-1 – blocks DAX1 repression of SF-1 activated StAR promoter; HEK293T StAR-luciferase reporter, SF-1/DAX-1 repression relief; inhibition, % at 6.8 µM; 1.1% of 370,000 active; AID 652010;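 active means inhibition above the mean over all tested compounds plus 3 SD, cut at about 3.6% in these data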;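 further: 0% = DAX-1 cells with DMSO and 100% = cells lacking DAX-1 with DMSO; higher inhibition means more luminescence from relief of DAX-1 repression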
# hgDAF12 agonist – activates the H. glycines DAF-12 receptor ligand-binding domain. HEK293 GAL4-hgDAF12 UAS-luciferase reporter, agonist luminescence; normalized to butyrate control. activation, % at 6.8 µM. 1.8% of 370,000 active. AID 687014;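 active means activation above a cutoff set at the mean of all screened compounds plus 3 SD, cut at about 10% in these data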;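 further: 0% = DMSO wells and 100% = sodium butyrate wells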
# ssDAF12 agonist – activates DAF-12 receptor from parasite S. stercoralis; HEK293 ssDAF-12/GRIP1 lit1-tk-luc reporter, luminescence; % of 3 µM dafachronic acid response; activation, % at 6.8 µM; 1% of 370,000 active;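 active means activation above the mean over all tested compounds plus 3 SD, cut at about 0.9% in these data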;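 further: 0% = DMSO-only wells and 100% = 3 µM delta7-dafachronic acid wells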
# DAX1 inh-2 – inhibitors of human orphan nuclear receptor DAX1 (NR0B1). 0.99% of 340,000 active. HEK293 Gal4-DAX1 luciferase reporter, luminescence. inhibition, % at 6.75 µM. AID 504766;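 active means inhibition above the mean over all tested compounds plus 3 SD, cut at about 4.2% in these data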;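 further: 0% = DAX1-transfected cells with DMSO and 100% = empty-vector control cells with DMSO; inhibition shows as a rise in luminescence from relieved DAX1 repression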
# NPR1 activator – GC-A (human) enzyme activation. activation, % at 10 µM. P16066. 0.14% of 370,000 active. AID 1671463. HEK293 GC-A cells, cGMP TR-FRET, EC30 ANP; 0% at EC30 ANP, 100% saturating ANP; in the data active means activation above about 40%
# Target sequence (P16066 whole entry, looked up): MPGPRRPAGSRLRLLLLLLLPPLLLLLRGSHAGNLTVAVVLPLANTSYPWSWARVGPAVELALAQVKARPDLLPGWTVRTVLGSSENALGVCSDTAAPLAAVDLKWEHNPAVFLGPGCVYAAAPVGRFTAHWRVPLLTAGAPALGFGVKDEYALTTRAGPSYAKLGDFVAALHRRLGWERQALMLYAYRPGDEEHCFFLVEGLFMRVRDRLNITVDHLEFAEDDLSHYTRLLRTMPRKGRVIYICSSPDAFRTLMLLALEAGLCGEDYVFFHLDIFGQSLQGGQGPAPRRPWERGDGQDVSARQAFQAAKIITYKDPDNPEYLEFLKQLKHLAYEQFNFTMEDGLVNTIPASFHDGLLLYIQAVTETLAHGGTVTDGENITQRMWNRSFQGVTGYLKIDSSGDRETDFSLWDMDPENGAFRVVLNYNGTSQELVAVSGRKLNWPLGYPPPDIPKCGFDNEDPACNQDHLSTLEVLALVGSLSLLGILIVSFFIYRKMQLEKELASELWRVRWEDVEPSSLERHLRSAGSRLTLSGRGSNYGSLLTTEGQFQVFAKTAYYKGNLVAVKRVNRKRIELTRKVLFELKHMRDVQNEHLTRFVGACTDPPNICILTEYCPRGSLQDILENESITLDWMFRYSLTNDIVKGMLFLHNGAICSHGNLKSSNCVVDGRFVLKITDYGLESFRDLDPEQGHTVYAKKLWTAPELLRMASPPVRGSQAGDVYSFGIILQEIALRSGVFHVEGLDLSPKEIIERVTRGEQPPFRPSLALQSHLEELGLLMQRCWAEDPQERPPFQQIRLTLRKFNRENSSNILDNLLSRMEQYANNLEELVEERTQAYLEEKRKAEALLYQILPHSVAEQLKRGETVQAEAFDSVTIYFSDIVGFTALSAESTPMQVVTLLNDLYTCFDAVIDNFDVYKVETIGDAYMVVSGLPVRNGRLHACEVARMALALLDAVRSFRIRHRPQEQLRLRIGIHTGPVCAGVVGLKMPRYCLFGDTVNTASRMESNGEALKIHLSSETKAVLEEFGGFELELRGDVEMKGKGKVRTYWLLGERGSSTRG
# GAA850 FXN act – frataxin GAA850 promoter activation | HEK293 lucGAA850 FXN promoter luciferase reporter, 24 h; percent of 10 µM SAHA response | activation, % at 6 µM | 0.56% of 360,000 active;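 active means activation above the average of all compounds screened plus 3 SD, cutoff fixed separately per campaign, cut at about 7.5% in these data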;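 further: 0% = DMSO wells and 100% = 10 µM SAHA wells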
# GC-B act – GC-B (human) receptor activation; P20594; HEK293-GC-B cells, CNP EC30, cGMP TR-FRET; 0% at EC30 CNP, 100% saturating CNP; activation, % at 10 µM; 0.11% of 370,000 active; AID 1920062;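 active means activation at 10 µM reaching about 35% in either raw or pattern-adjusted values, limit read from the data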
# ADAM10 inh – inhibitors of human ADAM10; recombinant ADAM10, EDANS/DABCYL FRET peptide cleavage, 3 h; 0.62% of 370,000 active; AID 720582; inhibition, % at 7 µM;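 active means inhibition above a per-campaign cutoff equal to the mean of compounds falling between control-based bounds plus 3 SD, cut at about 20% in these data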;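 further: 0% = DMSO wells while the 100% control is not disclosed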
# hcDAF12 agonist – activates DAF-12 receptor from parasite H. contortus. HEK293 hcDAF-12 lit1-tk-luc reporter, luminescence; 0% DMSO, 100% Δ7-dafachronic acid. 1.4% of 370,000 active. AID 652067. activation, % at 6.8 µM;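 active means activation above the mean of all tested compounds plus 3 SD, cut at about 5.5% in these data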;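 further: 100% = response to 3 µM Δ7-dafachronic acid high control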
# Numbers without * were called inactive; . = no result given.
SMILES,SMARCA2 act,sPLA2-III inh,DAX1 inh-1,hgDAF12 agonist,ssDAF12 agonist,DAX1 inh-2,NPR1 activator,GAA850 FXN act,GC-B act,ADAM10 inh,hcDAF12 agonist
O=C(NNC(=O)c1cccc(C(F)(F)F)c1)c1ccncc1,-2.8,3.5,-0.1,0.6,-0.7,-0.4,-0.5,2.1,2.9,-4.0,1.1
N#CC1=C(N)Oc2n[nH]c(CSc3ccccc3)c2C12C(=O)Nc1ccccc12 (configuration not stated),-4.9,-3.7,0.4,-4.2,-1.2,1.2,1.2,1.6,-0.3,-2.4,1.6
CC(C)(C)c1ccc(C(=O)c2c[nH]c(C(=O)NCCCn3ccnc3)c2)cc1,-1.3,-21.0,-1.2,0.8,-1.3,-1.5,4.9,0.4,2.7,-3.3,-1.2
Cc1cc(-c2nnc(CCC(=O)NC(C)c3ccccc3Cl)o2)no1 (configuration not stated),-2.0,2.4,-0.1,-0.9,-1.3,-0.1,3.6,-1.7,-1.3,0.5,0.2
COc1ccccc1C(=O)N/C(=C\c1ccc(Br)cc1)C(=O)NCC(=O)O,-1.0,-8.7,0.0,-1.7,-0.5,0.9,0.2,-1.0,-2.0,0.4,-0.9
O=C(CSc1ncccn1)N1CCN(C(=O)CSc2ncccn2)CC1,-2.0,6.9,-1.0,-0.4,-1.2,0.8,3.6,1.2,1.6,-0.5,-0.7
CCCCOC(=O)C1=C(C)Nc2ncnn2C1c1ccc(OCC)c(OC)c1 (configuration not stated),4.1,0.2,-0.6,-2.2,-1.5,0.3,-10.7,-0.6,-1.9,-3.0,-1.2
Cc1cc(C)cc(N(CCC#N)C(=O)CSc2ncnc3sccc23)c1,-0.5,-8.6,1.8,-0.8,-1.1,-0.2,-0.8,2.3,-4.8,-7.8,-2.1
Cc1ccc(N2CN(CCc3ccccc3)CNC2=S)cc1,1.4,10.4,-0.1,-0.7,-1.2,1.4,-7.3,0.2,0.6,4.3,0.5
O=C(N/N=C/c1cccs1)C(O)c1ccccc1 (configuration not stated),-2.8,-5.6,-0.1,0.7,-1.0,1.0,2.9,-0.2,4.5,-4.7,0.0
CCOC(=O)c1sc(NC(=O)Cc2ccc(F)cc2)nc1C,8.4*,2.7,0.1,0.9,-1.3,1.1,1.1,0.2,0.3,0.3,0.2
CCCC12CN3CC(C)(CN(C1)C3c1ccco1)C2=O (configuration not stated),-2.4,-0.1,0.4,-1.7,-1.0,0.8,5.4,-0.1,1.3,-4.1,-1.6
CCCCCC1CC(=O)N(Cc2ccccc2)C(=O)N1 (configuration not stated),-1.6,-0.3,-0.6,-0.3,-1.3,2.8,4.6,-2.6,-4.1,-1.0,0.7
CN(c1ccc(C(=O)NC2CCCC2)cc1)S(=O)(=O)c1ccccc1,-3.0,1.9,-0.2,-0.6,-0.7,0.6,0.9,-0.6,-1.4,-4.4,-2.0
COc1ccc(C2=CCCCCC2)c(OC)c1OC,-1.9,4.8,-0.6,0.5,-1.2,1.7,0.1,1.0,-0.5,-9.3,-1.5
COc1cccc(C(C)(O)c2nc(-c3cccc(C(=O)O)c3)cs2)c1 (configuration not stated),-5.8,1.4,-0.2,-2.1,-0.7,.,2.0,0.8,-4.5,-24.8,-0.1
[O-]/[N+](=C\c1cccc(Br)c1)c1ccccc1,1.2,-3.3,0.2,0.7,-0.5,-1.4,9.0,2.4,4.9,0.1,1.2
CC(C)(C)c1ccc(NC(=O)COC(=O)CCN2C(=O)c3cccc([N+](=O)[O-])c3C2=O)cc1,-1.2,4.5,-0.3,1.8,-0.8,0.0,-0.9,1.4,-21.0,-19.2,0.2
Cc1ccc(/C(O)=C2\C(=O)C(=O)N(C)C2c2cccc([N+](=O)[O-])c2)cc1 (configuration not stated),-2.3,-1.4,0.4,-1.3,-0.9,0.7,0.3,1.9,0.8,14.3,1.4
CN1CCN(c2ccccc2NC(=O)COc2ccc(C3CCCCC3)cc2)CC1,-3.1,-8.8,-1.4,-1.5,-0.5,0.8,4.9,3.1,-2.0,8.7,0.2
CC(=O)N1CCOc2ccc(S(=O)(=O)N3CCCCC3)cc21,-1.6,7.7,-1.2,1.1,-1.4,-0.3,-3.0,0.7,1.0,-8.0,0.8
COc1cc(Br)cc(Br)c1OCC(=O)N/N=C/c1c(C)n(C)n(-c2ccccc2)c1=O,-0.7,0.3,-1.1,1.2,-1.4,0.2,-3.3,-0.9,-8.5,8.0,0.7
Cc1ccc(NC(=O)[C@@H](CC(C)C)NC(=O)[C@@H]2Cc3ccccc3CN2)cc1,6.0,1.9,0.4,2.8,-0.2,-0.1,-0.3,-0.6,3.0,3.6,1.1
O=C(Nc1ccc(Cl)cc1)C(c1ccccc1)N(CCO)CCO (configuration not stated),1.4,2.3,-0.3,4.2,-0.7,1.5,5.7,-0.1,0.7,-3.0,-0.8
CCOC(=O)c1cnc2ccc(Cl)cc2c1NCCN(C)C,-0.7,6.9,0.2,2.0,-1.0,0.4,3.8,4.1,0.3,-1.6,-0.1
Cc1ccc(C(=O)COC(=O)c2cnccn2)cc1,2.0,3.5,-1.0,1.1,-0.9,-0.7,0.1,0.8,4.6,-13.1,-0.4
Clc1ccc(-c2nnc3n2CCCCC3)cc1,-5.4,0.5,0.4,0.1,-1.4,0.4,0.7,2.1,2.9,-4.6,-0.9
C#CCN1C(=O)[C@]2(OCCC=C[C@H]2C)c2cc(OC)ccc21,-1.9,3.9,-0.5,4.8,0.1,.,1.5,.,0.4,-14.0,-3.0
O=C(COC(=O)CNC(=O)C1CCCCC1)Nc1ccc2ccccc2c1,1.5,-10.7,-0.2,-0.5,-0.9,0.3,1.0,2.3,1.7,8.3,-0.4
O=c1c2ccccc2cnn1Cc1n[nH]c(=S)n1-c1ccc(F)c(Cl)c1,-2.1,10.9,1.0,-3.0,-0.3,-0.4,0.1,-0.3,-0.5,-4.1,-0.6
Cc1cc(-c2ccccc2)n(-c2ccc(C(N)=O)cc2)n1,-0.7,0.4,-0.3,0.4,-0.7,0.2,5.1,3.9,1.6,-3.7,-3.5
CN(/N=C/c1ccc(O)cc1O)c1ncc(C(F)(F)F)cc1Cl,-1.9,-11.4,-0.5,1.6,-1.0,2.9,-4.0,-1.3,-2.8,-2.0,-1.5
CCOCCCNC(=O)C1CCN(S(=O)(=O)N2CCCC2)CC1,-1.3,-0.8,1.2,-3.8,-1.8,1.3,-0.1,-1.4,8.2,-4.8,-1.6
Cc1[nH]c(C)c(S(=O)(=O)N2CCN(c3cccc(Cl)c3)CC2)c1C(=O)N1CCCC1,-0.7,-4.8,0.1,0.1,-1.4,0.6,-3.6,0.9,2.5,1.2,-0.9
CCOC(=O)c1c(C)[nH]c(C(=O)C(C)OC(=O)c2cnc(C)cn2)c1C (configuration not stated),-1.5,10.4,0.5,2.0,-1.0,0.2,0.1,1.3,-4.6,-7.3,0.9
Fc1c(F)c(F)c(CSc2nc3ccccc3[nH]2)c(F)c1F,2.4,4.6,0.2,2.1,-0.9,-0.8,2.3,-2.1,0.1,3.4,-2.4
COc1cccc(C(=O)Nc2ccc(C(=O)c3ccncc3)cc2)c1,-4.7,11.1,-0.2,-1.3,-1.9,-1.4,1.7,-1.5,0.3,-4.2,-2.0
Cc1ccc(N2CC(C(=O)Nc3nnc(SCC(=O)Nc4cc(C)on4)s3)CC2=O)cc1 (configuration not stated),-0.3,-1.0,-0.3,4.2,-0.9,-1.3,5.3,0.7,-0.6,-0.8,-0.7
Cc1cc(C)n2c(NC3CCCCC3)c(-c3cccnc3)nc2n1,-0.8,0.4,-2.2,0.9,-1.3,.,1.3,.,-2.6,-80.1,-0.2
O=[N+]([O-])c1ccc(C(O)CSC(=S)N2CCCCC2)cc1 (configuration not stated),3.9,-3.8,0.2,6.6,-0.3,5.4*,2.7,4.7,-0.8,8.0,0.5
O=C(c1ccccc1NS(=O)(=O)c1cccc([N+](=O)[O-])c1)N1CCOCC1,2.3,-0.3,-0.2,1.2,-1.9,-0.9,2.1,-0.4,7.0,-3.1,-2.1
Cc1ccc(C(=O)Nc2nccc(C)n2)cc1,0.3,1.5,0.2,7.1,-0.9,4.8*,3.3,2.2,4.8,-6.3,1.6
COc1ccccc1/C=C/C=N/N1CCN(Cc2ccc(Cl)cc2)CC1,-4.0,9.6,-0.7,-2.2,-1.6,-0.7,3.9,-0.2,-1.6,-14.7,-1.8
CCCCc1c(O)nc(SCC(=O)O)[nH]c1=O,-3.4,8.7,-0.2,-0.6,-0.5,-0.1,4.8,-0.6,3.2,-3.0,-1.1
CCCNC(=O)C1(C)CCCN(C(=O)C2(c3ccc(Cl)cc3)CCCC2)C1 (configuration not stated),-2.2,11.0,-1.1,0.1,-1.4,.,-10.8,0.1,-10.1,-0.1,-1.3
Cc1cc(C(=O)N/N=C/c2c3ccccc3cc3ccccc23)n[nH]1,-5.0,-2.6,-0.1,0.5,-1.2,2.6,-4.3,-1.6,-2.8,-19.4,-2.3
COc1ccc(N(C(=O)CNC(=O)c2ccco2)C(C(=O)NCC2CCCO2)c2ccccc2)cc1Cl (configuration not stated),-3.3,10.6,-0.3,-2.2,-1.2,0.2,6.8,-1.4,10.6,-0.9,-1.0
CCOC(=O)CSc1nnc(Cc2ccccc2)n1CC1CCCO1 (configuration not stated),-1.9,3.7,0.4,-0.7,-1.6,0.0,-0.4,2.0,3.8,3.7,-2.3
NC(=O)C1CCN(C(=O)Nc2csc3ccccc23)CC1,-1.7,3.8,-0.1,1.4,1.0*,.,2.7,0.2,-0.2,-3.0,2.0
CCOC(=O)c1ccc(S(=O)(=O)N2CCC(N3CCCCC3)CC2)cc1,-1.7,-3.1,0.7,0.3,-1.1,3.0,-1.2,-0.8,4.7,-11.2,-2.7
# The list continues:
SMILES,SMARCA2 act,sPLA2-III inh,DAX1 inh-1,hgDAF12 agonist,ssDAF12 agonist,DAX1 inh-2,NPR1 activator,GAA850 FXN act,GC-B act,ADAM10 inh,hcDAF12 agonist
COc1ccc(N(C(=O)c2snc(C(N)=O)c2N)C(C(=O)NC2CCCCC2)c2ccc(C)o2)c(OC)c1 (configuration not stated),-2.4,-7.5,0.0,-3.0,-1.0,0.9,-11.9,-0.5,-3.5,-12.8,-0.5
CCCCNC(=O)C1(C)CCN1C(=O)c1ccc2ccccc2n1 (configuration not stated),-0.6,17.7,-0.3,-1.2,-0.7,.,-4.4,0.0,-1.8,-5.7,1.4
CC(=O)c1cn(CCCCCCCn2cc(C(C)=O)c(=O)[nH]c2=O)c(=O)[nH]c1=O,2.3,-2.9,-0.1,0.3,-1.1,1.4,-1.7,0.5,0.8,-3.9,0.2
CN(CC(=O)Nc1ccccc1C(F)(F)F)C(=O)COc1ccccc1Cc1ccccc1,-1.0,-6.5,0.6,-3.9,-0.5,1.1,-2.6,-2.3,-1.4,0.2,-1.1

# Compound activity as filed in PubChem BioAssay.

# An unsorted share of the library, and some 6.6% of all compounds hit somewhere here.
